Compound activity deposited in PubChem by National Center for Advancing Translational Sciences (NCATS).
PI4K2A block: qHTS for small molecular inhibitors of PI4K2A | 420,000 tested, 0.13% active | activity change, negative = inhibition, % at 76.9 µM | purified PI4K2A, ADP-Glo luminescence, 1 h; hits give low values | Phosphatidylinositol 4-kinase type 2-alpha (Homo sapiens), Q9BTU6; in the data active = activity change below about -50%; inconclusive = mostly about -30% to -49%;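 note: -100% = wells without enzyme as full effect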
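PI4K2A activity was measured by ADP-Glo luminescence: enzyme (4 ug/mL stock) and phosphatidylinositol (1.2 mM stock) in Tris pH 7.5/MgCl2/EGTA/Triton X-100 buffer were reacted with ATP (300 microM stock) for one hour at ambient temperature.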
GLS inhibitor: qHTS for Inhibitors of Glutaminase (GLS). Glutaminase kidney isoform, mitochondrial (Homo sapiens), O94925. GLS enzymatic activity, qHTS titration. Potency, µM (titrated, usually from 45.5 µM), for inactives: at the highest dose activity change, negative = inhibition, usual class: inhibitors. 410,000 tested, 0.21% active. AID 624170, 2012; active = well fitted inhibition curve with a large enough effect; inconclusive = small, poorly fitted or top-dose-only effect, or another doubt; inactive = no such curve, though single readings can be large or run the other way; note: potency is the fitted concentration of half-maximal effect
Target sequence (O94925 whole entry, looked up, canonical isoform): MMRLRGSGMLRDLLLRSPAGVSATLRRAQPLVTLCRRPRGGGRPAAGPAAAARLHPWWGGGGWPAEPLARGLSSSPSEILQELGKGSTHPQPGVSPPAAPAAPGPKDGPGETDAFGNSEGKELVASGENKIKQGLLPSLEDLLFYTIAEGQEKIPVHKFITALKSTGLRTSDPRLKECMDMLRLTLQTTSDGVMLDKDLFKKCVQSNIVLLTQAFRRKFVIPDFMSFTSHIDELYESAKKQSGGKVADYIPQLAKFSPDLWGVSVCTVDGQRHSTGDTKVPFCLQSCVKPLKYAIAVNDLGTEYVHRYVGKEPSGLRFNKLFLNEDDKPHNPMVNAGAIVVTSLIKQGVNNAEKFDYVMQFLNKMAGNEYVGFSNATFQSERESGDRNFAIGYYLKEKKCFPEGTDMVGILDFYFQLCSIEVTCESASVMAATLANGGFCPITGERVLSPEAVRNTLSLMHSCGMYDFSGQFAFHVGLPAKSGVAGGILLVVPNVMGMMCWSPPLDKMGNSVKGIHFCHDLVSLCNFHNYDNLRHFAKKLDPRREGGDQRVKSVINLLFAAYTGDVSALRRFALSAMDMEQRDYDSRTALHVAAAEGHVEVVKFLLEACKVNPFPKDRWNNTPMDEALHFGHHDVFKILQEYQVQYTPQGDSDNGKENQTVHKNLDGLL
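Human kidney-isoform GLS in 45 mM KH2PO4 pH 8.2, 0.02% Tween-20, with compound, started with 1mM L-Glutamine (added stock). Glutamate oxidase/HRP/Amplex red coupled fluorescence read at start and after 30 min at RT.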
Numbers without * were called inactive; ? = inconclusive. Unless noted, % is set by controls: 0 for no effect and ±100 for the full control effect. Only part of the results is shown; count on the stated rates, not on these rows.

A first look:
SMILES	PI4K2A block	GLS inhibitor
CN(C)c1ccc(CC(=O)N2CCCCC2c2cc(C(=O)Nc3ccccc3)no2)cc1 (centres undefined)	-7	4%
N#Cc1ccc(-c2cccc3nccn23)cc1	3	-10%

The whole of this part (from the top)
SMILES	PI4K2A block	GLS inhibitor
CN(C)c1ccc(CC(=O)N2CCCCC2c2cc(C(=O)Nc3ccccc3)no2)cc1 (centres undefined)	-7	4%
N#Cc1ccc(-c2cccc3nccn23)cc1	3	-10%
COc1ccc(NC(=O)c2cc(-c3ccc(F)cc3OC(C)C)n[nH]2)c(OC)c1	-1	1%
COc1cccc(-c2cnc(C(O)c3ccc(F)cc3C)[nH]2)c1 (centres undefined)	-2	0%
c1cc(-c2ccc(N3CCOCC3)cc2)n2cnnc2c1	-5	7%
Cc1ccc(S(=O)(=O)NC(=O)C2(C)CCN2C(=O)CCc2ccc(Cl)cc2Cl)cc1 (centres undefined)	1	9%
c1coc(-c2cc3nc(NC4CCCCC4)ccn3n2)c1	-12	-10%
CSc1cccc(NC(=O)CCCOc2cc(=O)n(C)c3ccccc23)c1	-5	6%
CCOC(=O)C1(C)CCCCN1C(=O)c1cccc(Cl)c1 (centres undefined)	1	-7%
Nc1c([N+](=O)[O-])cc2c3c(cccc13)CC2	1	-12%
CCOC(=O)C1(C)CCCN(C(=O)c2cccc(Cl)c2)C1 (centres undefined)	0	1%
COc1ccc(OC)c(NC(=O)c2cc(-c3cc(F)ccc3OCC3CCCO3)n[nH]2)c1 (centres undefined)	1	-1%
COc1cccc(-c2cnc3c(NC(C)=O)cc(-c4ccsc4)cn23)c1	-1	-14%
COc1cccc(CCOC(=O)c2c(-c3ccsc3)oc3c2C(OC(C)=O)CCC3)c1 (centres undefined)	2	-2%
OC[C@@H]1CN(Cc2ccccc2)C[C@H](n2cnc3c(Nc4ccccc4)ncnc32)O1	0	6%
COc1cccc(C(O)c2ncc(-c3ccccc3Cl)[nH]2)c1 (centres undefined)	-9	8%
CCCCCCCCN1C(=O)[C@H](CC(=O)NCC2CCCCC2)C[C@@]2(C(=O)OC)CCCCC=C12	-1	1%
CCCCCc1c(-c2cccc(Br)c2)ncn1CCc1ccccc1OC	-1	-16%
CCCc1nc2c3ccccc3ccn2c1CC1CCCCC1	0	-4%
O=C(NC1CCCC1)C1c2ccccc2OCC(=O)N1Cc1ccccn1 (centres undefined)	-1	-11%
C=CCN(CC=C)Cc1cc(=O)oc2cc(C)ccc12	-5	9%
CNc1cc(-c2cnn(CC(C)C)c2)ncn1	-6	-2%
N#Cc1ccc(-c2nc3c4ccccc4ccn3c2Cc2ccccc2C(F)(F)F)cc1	-4	2%
CC(O)(c1ccc(F)c(F)c1)c1nc(/C=C/c2ccc(C(F)(F)F)cc2)cs1 (centres undefined)	-3	-4%

Full records from above. Screens in order: PI4K2A block, GLS inhibitor
`O=C(NC1CCCC1)C1c2ccccc2OCC(=O)N1Cc1ccccn1` (centres undefined) in the list: -1, -11%
`CCCc1nc2c3ccccc3ccn2c1CC1CCCCC1` in the list: 0, -4%
`COc1cccc(-c2cnc3c(NC(C)=O)cc(-c4ccsc4)cn23)c1` in the list: -1, -14%
`COc1cccc(C(O)c2ncc(-c3ccccc3Cl)[nH]2)c1` (centres undefined) in the list: -9, 8%
`CC(O)(c1ccc(F)c(F)c1)c1nc(/C=C/c2ccc(C(F)(F)F)cc2)cs1` (centres undefined) in the list: -3, -4%

An excerpt from above in order of count of non-hydrogen atoms, rising.
SMILES	PI4K2A block	GLS inhibitor
C=CCN(CC=C)Cc1cc(=O)oc2cc(C)ccc12	-5	9%
COc1cccc(C(O)c2ncc(-c3ccccc3Cl)[nH]2)c1 (centres undefined)	-9	8%
CCCCCc1c(-c2cccc(Br)c2)ncn1CCc1ccccc1OC	-1	-16%
CC(O)(c1ccc(F)c(F)c1)c1nc(/C=C/c2ccc(C(F)(F)F)cc2)cs1 (centres undefined)	-3	-4%
N#Cc1ccc(-c2nc3c4ccccc4ccn3c2Cc2ccccc2C(F)(F)F)cc1	-4	2%

Additional records:
SMILES	PI4K2A block	GLS inhibitor
O=C(NCc1cccc(Cl)c1)C1Cc2c(-c3ccccc3Oc3ccccc3)ccnc2O1 (centres undefined)	-2	8%
CN(C)C(=O)c1cccc(-c2cnc3c(NC=O)cc(-c4cccc(F)c4)cn23)c1	-5	-4%
COC(=O)[C@]12CCCCC=C1N(Cc1cccc3ccccc13)C(=O)[C@H](CC(=O)N1CCN(C(=O)C3CC3)CC1)C2	0	4%
CC(C)(C)C(=O)c1c(N)[nH]c(C(=O)c2ccccc2)c1-c1ccc(F)cc1	2	20%
NC(=O)c1csc(C2OC(CO)C(O)C2O)n1 (centres undefined)	-1	-5%
Cn1c(NCC2CCCCC2)nc2cc(-c3ccsc3)sc2c1=O	-2	3%
Cc1ccc(-c2cnc(C(O)c3c(C)cccc3C)[nH]2)cc1 (centres undefined)	-1	-8%
CCC(=O)N1CCC(C)(C(=O)NCc2ccc(F)cc2)C1 (centres undefined)	4	-4%
O=C1NC[C@H](Cc2ccccc2)N(C[C@@H]2CCCN2C[C@H](Cc2ccc(O)cc2)N2C[C@H](Cc3ccccc3)N(CC3CCCCCC3)C(=O)C2=O)C1=O	-2	12%
OC(c1ccccc1)(c1nc(-c2cc3ccccc3o2)cs1)C(F)(F)F (centres undefined)	2	-13%
COCCN1C(=O)COc2ccccc2C1C(=O)Nc1ccc2c(c1)OCCO2 (centres undefined)	-1	2%
CCCNC(=O)C1(C)CCCN(Cc2ccccc2C#N)C1 (centres undefined)	-2	1%
O=c1[nH]cnc2c1ncn2C1OC(CO)CC1F (centres undefined)	-2	1%
COc1ccc(Cn2cc(CN3CC(N4CCN(C5CCN(C)CC5)CC4)CS3(=O)=O)nn2)cc1 (centres undefined)	-12	0%
O=C(Nc1ccc(F)c(Cl)c1)c1csc([C@@H]2C[C@H](O)[C@@H](CO)O2)n1	-8	-16%
CC(=O)NCCNC(=O)C1(C)Cc2c(-c3ccc(NC(C)=O)cc3)ccnc2O1 (centres undefined)	-3	1%
CN(Cc1ccccc1)C(=O)c1ccc2nc([C@H]3C[C@H](O)[C@@H](CO)O3)[nH]c2c1	3	2%
CSCCC(c1nc2ccccc2[nH]1)n1c(C)nc2ccccc21 (centres undefined)	-3	3%
CC(C)C[C@@H]1CC2=C(C(=O)OC(C)(C)O2)[C@H](CCc2ccccc2)O1	6	-9%
CCCNC(=O)C1(C)CCN(Cc2cc3ccccc3o2)C1 (centres undefined)	-5	-3%
CC(C)C[C@H]1CN([C@@H](Cc2ccc(O)cc2)CN2CCC[C@H]2CN2C(=O)C(=O)NC[C@@H]2Cc2ccccc2)C(=O)C(=O)N1CC1CCCCC1	1	3%
Cc1cccc(NC(=O)CNC(=O)[C@H]2O[C@@H](n3cnc4c(N)ncnc43)[C@H](O)[C@@H]2O)c1C	-2	-6%
Cc1cc(F)cc(-c2cc(C(=O)NCc3ccco3)[nH]n2)c1	-3	9%
Cc1nccn1-c1ccc(NC(=O)[C@H]2O[C@@H](n3ccc(N)nc3=O)[C@H](O)[C@@H]2O)cc1	0	2%
CC(C)(C)NC(=O)C1(C)CCC(=O)N1CCCn1ccnc1 (centres undefined)	0	2%
Cc1cc(C)n2c(Nc3ccc4c(c3)OCCO4)c(-c3ccc(F)cc3)nc2n1	-6	23%
O=C(NCc1ccc(F)cc1F)[C@@H]1CCCN1C(=O)[C@@H]1CCCN1C(=O)c1cccc2ccccc12	0	1%
Cc1nc2cc(Oc3nc(NCCN(C)C)nc4ccsc34)ccc2s1	2	-11%
COC(=O)c1ccc2nc(C3CCCCC3)c(Cc3cccc(Cl)c3)n2c1	-19	-7%
COCCNc1ncnc2c1ncn2[C@H]1CN(Cc2ccco2)C[C@@H](CO)O1	-4	3%
OC(c1ccc(F)cc1)c1nc(-c2ccc(Cl)cc2)cs1 (centres undefined)	0	5%
COc1ccc(CNc2cccnc2Cl)cc1	3	4%
O=C1c2ccccc2C(c2nnnn2-c2ccc3c(c2)OCCO3)N1Cc1ccc2c(c1)OCO2 (centres undefined)	0	0%
CC(=O)Nc1cc(-c2ccccc2F)cn2c(-c3cccc(C(F)(F)F)c3)cnc12	-1	-3%
COc1ccc(-c2cc(C(=O)Nc3ccc(OC)c(OC)c3)[nH]n2)c(C)c1	1	0%
CC1(C(=O)NS(=O)(=O)c2cccc(F)c2)CCN1C(=O)CCc1ccccc1 (centres undefined)	-3	0%
N#Cc1ccccc1C[C@H](N)C(=O)NC[C@H]1O[C@@H](n2cnc3c(N)ncnc32)[C@H](O)[C@@H]1O	-8	-8%
c1cncc(CN2CCN(c3cc(-c4cnc5ccccc5c4)nc4ccnn34)CC2)c1	-10	3%
CC1(C(=O)O)CCCN(C(=O)c2ccc(F)cc2Cl)C1 (centres undefined)	-2	10%
c1ccc(-c2csc(Nc3ccc4c(c3)OCO4)n2)cc1	6	11%
CC(O)(c1cccc(F)c1)c1nc(-c2ccc3c(c2)OCO3)cs1 (centres undefined)	-3	18%
COCOc1cccc(CN2CCC(C)(Oc3ccc(C(C)=O)cc3)C2)c1 (centres undefined)	0	-2%
CCOC(=O)C1=CC[C@@H](c2ccc(OC)cc2)N(S(=O)(=O)c2ccc(C)cc2)[C@H]1CC	0	5%
CC(=O)Oc1ccccc1Cn1c(C)c(C(=O)NCc2cccc(Cl)c2)sc1=O	2	-3%
CCOC(=O)C1=CCN(S(=O)(=O)c2ccccc2[N+](=O)[O-])C1c1ccc(C)cc1 (centres undefined)	1	11%
CC(C)C[C@H]1CN(CCCC[C@@H]2CNC(=O)C(=O)N2Cc2ccccc2)C(=O)C(=O)N1CCc1ccccc1	4	0%
CCCCc1c(-c2ccccc2OC)ncn1CCc1ccc(Cl)cc1	-8	9%
CN1CCN(c2ccc(CNC[C@H]3O[C@@H](n4cnc5c(=O)[nH]c(N)nc54)[C@H](O)[C@@H]3O)c(S(C)(=O)=O)c2)CC1	0	26%
COCCNC(=O)C1(C)CCCN(C(=O)c2ccc(C)c(F)c2)C1 (centres undefined)	-2	2%
CSc1cnn(CCC#N)c(=O)n1	-2	-14%
COc1ccc(NC(=O)c2cc(C3CCCCN3S(=O)(=O)c3ccc(C#N)cc3)on2)c(C)c1 (centres undefined)	3	-1%
CCC(=O)N1CCC1(C)C(=O)Nc1cccc(OC)c1OC (centres undefined)	6	-2%
O=C(/C=C/[C@H]1O[C@@H](n2ccc(=O)[nH]c2=O)[C@H](O)[C@@H]1O)N1CCN(Cc2ccc(F)cc2)CC1	1	3%
COc1cccc(C(N)c2nc(-c3csc4ccccc34)cs2)c1 (centres undefined)	-2	?
Cc1ccc(Cc2c(-c3cccc(Br)c3)nc3cc(C)c(Br)c(C)n23)cc1	0	-9%
N#Cc1ccc(-c2nc3ccc(Cl)cn3c2Cc2cccc(Cl)c2)cc1	4	2%
CCCCN(C(C)=O)c1c(CC)nc2ccc(C(=O)NCc3cccs3)cn12	-9	0%
CC1=C(C(=O)N(C(C)C)C(C)C)CC(CC(=O)NCc2ccco2)C(=O)N1Cc1ccc(C(C)(C)C)cc1 (centres undefined)	2	1%
CC1(Cc2cccc(F)c2)C(=O)Nc2ccc(S(=O)(=O)NC3CCCCC3)cc21 (centres undefined)	-2	6%
CCCS(=O)(=O)NC(=O)C1(C)CCCN(C(=O)c2sccc2C)C1 (centres undefined)	-2	4%

Other structures follow:
SMILES	PI4K2A block	GLS inhibitor
CCC(=O)N1CCCC(C)(C(=O)Nc2ccc3oc(CC)nc3c2)C1 (centres undefined)	-10	1%
Cc1ccc(S(=O)(=O)N2C[C@H]3C(=O)C[C@@H](c4ccccc4)N(S(=O)(=O)c4ccc(C)cc4)[C@H]3C[C@H]2c2ccccc2F)cc1	1	5%
O=C(Nc1cccc(C(F)(F)F)c1)c1csc([C@@H]2O[C@H](CO)[C@@H](O)[C@H]2O)n1	3	-2%
CN(C)c1cccc(CNC(=O)c2csc([C@@H]3O[C@H](CO)[C@@H](O)[C@H]3O)n2)c1	2	10%
COc1ccc(NC(=O)C2(C)CCN2CC2CCCCC2)cc1OC (centres undefined)	-2	7%
COc1cccc(C(NC(C)=O)c2nc(-c3ccc(C)c(C)c3)cs2)c1 (centres undefined)	0	-5%
CC(C)OCCc1cccc[n+]1[O-]	4	0%
NC(c1csc(Nc2ccc(C(=O)c3ccccc3)cc2)n1)C1CCCCC1 (centres undefined)	-2	4%
CC1(C(=O)NS(=O)(=O)c2ccccc2)CCN1C(=O)CCc1ccc(Cl)cc1Cl (centres undefined)	-3	2%
OC[C@H]1O[C@@H](c2nc3ccc(-c4nc(-c5ccc(Br)cc5)no4)cc3[nH]2)C[C@@H]1O	4	-15%
CCc1nc2c(OCC(=O)c3ccc(F)cc3)cccn2c1N(C)C(=O)COc1ccccc1	-4	4%
COc1ccc2c(CN3CCN(c4ccccc4F)CC3)cc(=O)oc2c1	-5	-18%
